Screens (PubChem BioAssay)
BRCA1 expr up: BRCA1 expression activation. MCF7-BRCA1-FFLuc reporter, luminescence, 48 h; response scale: scaled: vehicle 0%, 10 µM genistein 100%. Potency, µM (titrated, usually from 46.1 µM), inactives show top-dose activation, most hits filed as activators. 380,000 compounds, 1.1% hits; further: potency means the concentration at half of the fitted maximal effect; nearly all actives have a fitted effect of over 80% in size; some results filed as inactive show a strong effect at the top dose
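Quantitative HTS in MCF7 cells stably reporting BRCA1 expression via firefly luciferase. Compound treatment lasts 48 h at 37 °C in phenol-red free MEM. Activation is expressed relative to genistein at 10 microM and DMSO.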
Giardia killer: kills Giardia lamblia; Giardia lamblia trophozoite viability; activity change, % at 7.66 µM, hits read low; 340,000 compounds, 0.15% hits; AID 540267; in the data active means activity change below about -80%; inconclusive means between about -30% and that limit;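 further: parasites exposed to compound for two days anaerobically before the ATP read; on the % scale 0 is the no-effect control and ±100 the full control effect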
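Anaerobic 48 hrs incubation at 37 deg C of 100 trophozoites/well with test compounds; ATPLite 1-Step luminescence, 15-30 min RT, reports cellular ATP as viability.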
FLuc counter: inhibits or activates purified firefly luciferase, miR-21 counter-screen; purified FLuc, Km substrates, luminescence inhibition; Potency, µM (top dose mostly 57.5 µM), inactives show top-dose activity change, negative = inhibition, hits mostly inhibitors; 360,000 compounds, 6.9% hits;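 further: potency means the concentration at half of the fitted maximal effect; plate controls were vehicle for no effect and reference inhibitor for full effect; nearly all actives have a fitted effect of over 55% in size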
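Purified P. pyralis luciferase, 10 nM final, with Km-level 10 uM D-luciferin and 10 uM ATP in 50 mM Tris acetate pH 7.5, 10 mM Mg acetate, 0.01% Tween-20, 0.05% BSA; 6-point qHTS titration about 60 µM downward; luminescence read.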
Rab9 promoter act: activates the Rab9 promoter | Huh7 Rab9 promoter-luciferase reporter, luminescence, 24 h | Potency, µM (top dose mostly 9.22 µM), for the others: top-dose activation, negative = inhibition, hits mostly activators | 320,000 compounds, 2.8% hits; further: potency means the concentration at half of the fitted maximal effect; % of control where 0% means no effect; nearly all actives have a fitted effect of over 60% in size
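Measured in stably transfected Huh7 cells bearing a Rab9 promoter–luciferase construct: 24 h compound treatment at 37 °C, followed by luminescence detection.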
PKM2 act: PKM2 (human) enzyme activation; purified PKM2, Kinase-Glo ATP luminescence, activation; response scale: 0% is enzyme alone, no compound; Potency, µM (titrated, usually from 57.5 µM), without a hit: top-dose activation, actives largely listed as activators; 260,000 compounds, 0.34% hits; further: potency means the concentration at half of the fitted maximal effect; on the % scale 0 is the no-effect control and ±100 the full control effect; nearly all actives have a fitted effect of over 55% in size
Target sequence (P14618 whole entry, looked up): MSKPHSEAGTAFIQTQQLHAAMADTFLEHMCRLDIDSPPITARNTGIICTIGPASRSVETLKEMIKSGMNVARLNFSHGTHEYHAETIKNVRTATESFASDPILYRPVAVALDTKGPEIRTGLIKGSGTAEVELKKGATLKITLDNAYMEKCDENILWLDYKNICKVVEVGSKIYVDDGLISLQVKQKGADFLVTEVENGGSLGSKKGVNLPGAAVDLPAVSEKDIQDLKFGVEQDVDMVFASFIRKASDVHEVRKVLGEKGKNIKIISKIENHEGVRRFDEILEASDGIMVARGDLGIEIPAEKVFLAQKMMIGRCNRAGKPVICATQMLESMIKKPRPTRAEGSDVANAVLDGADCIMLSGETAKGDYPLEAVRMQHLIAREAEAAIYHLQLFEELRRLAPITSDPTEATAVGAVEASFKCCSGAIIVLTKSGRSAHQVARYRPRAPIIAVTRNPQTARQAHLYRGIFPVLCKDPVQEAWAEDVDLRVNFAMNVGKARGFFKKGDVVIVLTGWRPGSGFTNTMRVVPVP
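Kinase-Glo luminescence reports ATP generated from ADP (0.1 mM) and PEP (0.5 mM) by purified hPK-M2 after 1 h at room temperature, pH 7.2 imidazole buffer; intermediate enzyme activity allows detecting inhibitors and activators.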
RORgamma inh: blocks mouse ROR gamma transcriptional activity; Potency, µM (series often up to 53.6 µM), for inactives: top-dose activity change, negative = inhibition, usual class: inhibitors; AID 2551; 310,000 compounds, 5.4% hits; Drosophila S2 Gal4-RORgamma UAS-luciferase reporter, 20 h; further: potency means the concentration at half of the fitted maximal effect; on the % scale 0 is the no-effect control and ±100 the full control effect; nearly all actives have a fitted effect of over 60% in size
Target sequence (P51450 whole entry, looked up, the tested form may be a part): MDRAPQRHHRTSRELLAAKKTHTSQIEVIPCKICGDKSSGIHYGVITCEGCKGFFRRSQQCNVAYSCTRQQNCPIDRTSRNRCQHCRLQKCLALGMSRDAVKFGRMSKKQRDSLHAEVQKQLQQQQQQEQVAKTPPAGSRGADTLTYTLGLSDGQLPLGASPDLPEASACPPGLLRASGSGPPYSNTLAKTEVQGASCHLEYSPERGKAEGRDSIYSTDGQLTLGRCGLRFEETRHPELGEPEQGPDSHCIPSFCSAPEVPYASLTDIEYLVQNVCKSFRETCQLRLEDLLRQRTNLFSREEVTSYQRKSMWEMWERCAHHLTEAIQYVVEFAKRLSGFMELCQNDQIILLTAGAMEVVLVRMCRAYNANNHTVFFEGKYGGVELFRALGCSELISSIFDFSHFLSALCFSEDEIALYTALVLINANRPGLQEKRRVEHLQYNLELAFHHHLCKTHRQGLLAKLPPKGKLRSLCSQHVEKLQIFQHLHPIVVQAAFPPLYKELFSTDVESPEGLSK
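Using a luciferase readout, inhibitors were identified by reduced reporter activity in Drosophila cells coexpressing a copper-inducible Gal4–ROR gamma fusion and UAS-driven Photinus luciferase, incubated 20 hr after 700 uM copper sulfate.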
p53 reactivation: restores transcriptional activity of mutant p53; AID 504706; Potency, µM (top dose mostly 92.2 µM), for inactives: at the highest dose activity change, positive = activation, hits mostly activators; 320,000 compounds, 0.063% hits; H1299 p53-A138V BP100-luciferase reporter, luminescence, 24 h; further: potency means the concentration at half of the fitted maximal effect; % of control where 0% means no effect; nearly all actives have a fitted effect of over 45% in size
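p53-null H1299 cells stably carrying temperature-sensitive p53-A138V and a BP100-luciferase reporter were pinned with compounds (4-point, 1:5 series) and held 24 hrs at 37 deg C. Luminescence was read 10 min after detection reagent.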
NPC1 prom act: activators of NPC1 promoter | AID 485313 | Potency, µM (top dose mostly 9.22 µM), inactives show top-dose activation, actives largely listed as activators | 320,000 compounds, 2.4% hits | Huh7 NPC1 promoter luciferase reporter, 24 h;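 further: potency means the concentration at half of the fitted maximal effect; % of control where 0% means no effect; nearly all actives have a fitted effect of over 60% in size; reporter is driven by a mutant NPC1 promoter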
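Cells: Huh7 expressing luciferase under the NPC1 promoter, 1500/well. Seeded 2 h, compound added, incubated 24 h at 37 °C. Luciferase reagent, 10 min ambient, then luminescence.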
VP16 counter: Gal4-VP16 reporter inhibition counter-screen; AID 2546; Drosophila S2 Gal4-VP16 UAS-luciferase, luminescence, 20 h; Potency, µM (doses to about 53.6 µM), for inactives: at the top dose activity, negative = inhibition, most hits filed as inhibitors; 310,000 compounds, 3.5% hits;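 further: Gal4-VP16 expression switched on by copper sulfate through the metallothionein promoter; potency means the concentration at half of the fitted maximal effect; on the % scale 0 is the no-effect control and ±100 the full control effect; nearly all actives have a fitted effect of over 50% in size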
ELG1 genotox: genotoxicity induction in ELG1-luciferase HEK293T cells; HEK293T ELG1-luciferase reporter, luminescence, 16 h; Potency, µM (titrated, usually from 46 µM), inactives show at the highest dose activity change, positive = activation, actives largely listed as activators; 330,000 compounds, 1.3% hits; further: potency means the concentration at half of the fitted maximal effect; % of control where 0% means no effect; nearly all actives have a fitted effect of over 60% in size
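Screening used a luciferase reporter fused to human ELG1 in HEK293T cells. Luminescence was read on a CCD plate imager after 16 hr exposure and 30 min ONE-Glo incubation.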
Menin-MLL TR inh: displaces Texas Red mutant MLL peptide from human menin; O00255; Menin + Texas Red MLL mutant peptide, fluorescence polarization; Potency, µM (titrated, usually from 61.6 µM), inactives show at the top dose FP activity change, negative = inhibition, usual class: inhibitors; 270,000 compounds, 0.23% hits; AID 1768; active means well fitted inhibition curve with a large enough effect in the polarisation, with a control signal flat, not every such curve was filed as active; inconclusive means small, poorly fitted or top-dose-only effect, or effect the other way, or a change in a side signal; inactive means no such curve, though single readings can be large or run the other way; the % refers to the polarisation; further: potency means the concentration at half of the fitted maximal effect; % of control where 0% means no effect; many of its hits are not listed in these tables
* hit, by the source's call; [ ] = another dose, or the depositor's remark. Unless noted, the call rests on the fitted dose curve; in most records, active means well fitted curve in the direction sought with a large enough effect; inconclusive means small, poorly fitted or top-dose-only effect, or another doubt; inactive means no such curve, though single readings can be large; an effect the other way counts as inactive or inconclusive. This is a subset; the hit share may differ from the screen's.

Screening O=C(COc1ccccc1)NC(Cc1c[nH]c2ccccc12)C(=O)O (centres undefined) returned BRCA1 expr up 4.1%, Giardia killer -7.9, FLuc counter 3.8%, Rab9 promoter act 4.9%, PKM2 act 2.0%, RORgamma inh -7.6%, p53 reactivation -1.4%, NPC1 prom act 0.6%, VP16 counter 4.7%, ELG1 genotox 0.2% and Menin-MLL TR inh 15.5%.
Cc1[nH]nc2c1C(c1ccccc1F)CC(=O)N2 (centres undefined) was read as BRCA1 expr up -21.5%, Giardia killer -7.9, FLuc counter -3.9%, Rab9 promoter act 2.1%, PKM2 act -12.9%, RORgamma inh -1.0%, p53 reactivation 0.5%, NPC1 prom act -2.0%, VP16 counter 7.7%, ELG1 genotox -2.2% and Menin-MLL TR inh 10.2%.
Screening COc1ccc(C2CC(c3cccs3)=NN2C(=O)CCC(=O)O)cc1OC (centres undefined) returned BRCA1 expr up -8.4%, Giardia killer -4.0, FLuc counter -1.0%, Rab9 promoter act 0.0%, PKM2 act -3.0%, RORgamma inh -28.0%, p53 reactivation 12.8%, NPC1 prom act -2.6%, VP16 counter 0.3%, ELG1 genotox -1.2% and Menin-MLL TR inh 2.1%.
O=C(NC1=NCCS1)c1ccc(Cl)c(Cl)c1 was read as BRCA1 expr up inconclusive, Giardia killer -27.4, FLuc counter 4.78µM*, Rab9 promoter act 0.631µM*, PKM2 act -10.4%, RORgamma inh 11.2µM*, p53 reactivation -1.1%, NPC1 prom act 0.631µM*, VP16 counter inconclusive, ELG1 genotox inconclusive and Menin-MLL TR inh inconclusive.
`CCOC(=O)c1c(S(=O)(=O)N2CCN(c3ccc(C(C)=O)cc3)CC2)c(C)n(C)c1C` gave BRCA1 expr up -12.7%, Giardia killer 9.2, FLuc counter -1.6%, Rab9 promoter act 0.3%, RORgamma inh 10.2%, p53 reactivation -13.4%, NPC1 prom act -2.3%, VP16 counter 0.5%, ELG1 genotox 15.2% and Menin-MLL TR inh 1.1%.
Screening Cc1ccc(C(=O)COC(=O)c2nc3nccc(C)n3n2)c(C)c1 returned BRCA1 expr up -9.5%, Giardia killer 9.0, FLuc counter -4.5%, Rab9 promoter act -1.2%, p53 reactivation 7.9%, NPC1 prom act -0.6% and ELG1 genotox -1.4%.
For O=C(c1cc(-c2ccccc2)nn1-c1ccccc1)N1CCN(S(=O)(=O)c2cccc(F)c2)CC1 the results were BRCA1 expr up 3.0%, Giardia killer -10.6, FLuc counter -0.4%, Rab9 promoter act -3.5%, p53 reactivation 0.3%, NPC1 prom act -4.3% and ELG1 genotox -0.6%.
CCOC(=O)C1=C(C)NC(SCC(=O)Nc2cc(C)on2)=C(C#N)C1c1cccs1 (centres undefined) was read as BRCA1 expr up -28.8%, Giardia killer -17.3, FLuc counter 5.2%, Rab9 promoter act -3.9%, PKM2 act 23.7%, RORgamma inh -0.6%, p53 reactivation -4.5%, NPC1 prom act -0.4%, VP16 counter -1.1%, ELG1 genotox -30.9%[inhibitor] and Menin-MLL TR inh -2.4%.
`Cc1ccc(N(CC(=O)Nc2cccc(Cl)c2C)S(C)(=O)=O)cc1` gave BRCA1 expr up 10.7%, Giardia killer 0.8, FLuc counter 4.2%, Rab9 promoter act 5.4%, PKM2 act 0.2%[11.5 µM], RORgamma inh 19.8%, NPC1 prom act 0.6%, VP16 counter -5.1%, ELG1 genotox -4.1% and Menin-MLL TR inh 7.5%.
`CC(C)C(=O)NC(Nc1cc(C(F)(F)F)ccc1Cl)C(Cl)(Cl)Cl` (centres undefined) gave BRCA1 expr up -0.8%, Giardia killer 5.8, FLuc counter 0.0%, Rab9 promoter act -1.6%, PKM2 act -1.9%, RORgamma inh 30.3%, p53 reactivation 0.0%, NPC1 prom act -1.6%, VP16 counter -12.4%, ELG1 genotox -4.9% and Menin-MLL TR inh 6.3%.
`CC(C)(C)C(=O)NC(=S)NCCc1ccccc1` gave BRCA1 expr up inconclusive, Giardia killer 2.3, FLuc counter 16.9µM*, Rab9 promoter act inconclusive, PKM2 act 2.2%, RORgamma inh 8.91µM*, p53 reactivation 14.8%, NPC1 prom act inconclusive, VP16 counter inconclusive, ELG1 genotox 11.8% and Menin-MLL TR inh -2.9%.
O=C1Nc2ccccc2C1=Nc1ccc(F)cc1 was read as BRCA1 expr up -14.8%, Giardia killer -2.9, FLuc counter 5.5%, Rab9 promoter act -2.6%, RORgamma inh 3.3%, p53 reactivation 18.7%, NPC1 prom act 2.0%, VP16 counter -5.7%, ELG1 genotox 2.3% and Menin-MLL TR inh 20.0%.
`COCCC(=O)NC1CCCc2c1cnn2-c1cccc(C)c1C` (centres undefined) gave BRCA1 expr up -32.4%, Giardia killer 3.0, FLuc counter -0.7%, Rab9 promoter act 2.1%, PKM2 act -4.1%, RORgamma inh 0.9%, p53 reactivation 1.1%, NPC1 prom act -2.6%, VP16 counter -3.6%, ELG1 genotox -7.1% and Menin-MLL TR inh -12.8%.
Screening O=C(NCCCN1CCOCC1)c1ccc2c(=O)n(CCc3ccccc3)c(=O)[nH]c2c1 returned BRCA1 expr up -38.5%, Giardia killer 0.8, FLuc counter 7.1%, Rab9 promoter act -3.7%, PKM2 act 3.9%, RORgamma inh 26.0%, p53 reactivation 5.6%, NPC1 prom act -2.8%, VP16 counter 4.3%, ELG1 genotox 0.4% and Menin-MLL TR inh -2.4%.
`COc1ccc(-n2c(SCC(=O)NCC3CCCO3)nc3n[nH]c(C)c3c2=N)cc1` (centres undefined) gave BRCA1 expr up -26.7%, Giardia killer -11.6, FLuc counter 3.3%, Rab9 promoter act -9.3%, PKM2 act -5.2%, RORgamma inh 18.2%, p53 reactivation -10.9%, NPC1 prom act -0.2%, VP16 counter -6.2%, ELG1 genotox 0.4% and Menin-MLL TR inh inconclusive.
Cc1cccc(CNC(=O)c2ccc3c(c2)N(C)CCS3)c1 was read as BRCA1 expr up 3.1%, Giardia killer -5.4, FLuc counter inconclusive, Rab9 promoter act 3.9%, PKM2 act 3.0%, RORgamma inh 4.5%, NPC1 prom act 0.8%, VP16 counter 1.2%, ELG1 genotox 3.2% and Menin-MLL TR inh 1.2%.
Screening Cc1cnc(C(=O)Nc2ccc3c(c2)CCC3)cn1 returned BRCA1 expr up inconclusive, Giardia killer 1.7, FLuc counter 2.39µM*, Rab9 promoter act 0.501µM*, PKM2 act 0.8%, RORgamma inh -21.3%, p53 reactivation 10.3%, NPC1 prom act inconclusive, VP16 counter -1.5%, ELG1 genotox inconclusive and Menin-MLL TR inh -7.5%.
For COc1ccc(OC(C)C(=O)NC2CC(C)(C)NC(C)(C)C2)cc1 (centres undefined) the results were BRCA1 expr up 16.0%, Giardia killer -9.3, FLuc counter 0.3%, Rab9 promoter act -2.5%, PKM2 act 5.0%, RORgamma inh -20.6%, p53 reactivation -4.2%, NPC1 prom act -2.9%, VP16 counter -3.6%, ELG1 genotox 0.2% and Menin-MLL TR inh 0.9%.
COC(=O)c1ccc(-c2ccco2)n1Cc1cc(C)ccc1C was read as BRCA1 expr up 5.8%, Giardia killer -7.9, FLuc counter 0.0%, Rab9 promoter act 1.8%, PKM2 act -1.0%, RORgamma inh 0.8%, p53 reactivation 6.9%, NPC1 prom act 0.2%, VP16 counter -0.2%, ELG1 genotox -4.9% and Menin-MLL TR inh -4.6%.
`CCC(C)(C(=O)Nc1ccc(OC)cc1)N(C)C(=O)Cn1nnnc1N` (centres undefined) gave BRCA1 expr up -2.5%, Giardia killer -25.3, FLuc counter -2.1%, Rab9 promoter act -1.5%, RORgamma inh -28.3%, p53 reactivation 5.6%, NPC1 prom act 3.2%, VP16 counter -2.0%, ELG1 genotox -7.7% and Menin-MLL TR inh -29.9%.
`Cn1c(Cn2c(=O)sc3ccccc32)nnc1SCC(=O)NCc1ccccc1Cl` gave BRCA1 expr up 8.6%, Giardia killer -29.6, FLuc counter 0.1%, Rab9 promoter act -0.1%, PKM2 act -16.2%, RORgamma inh inconclusive, p53 reactivation 19.1%, NPC1 prom act -0.4%, VP16 counter 2.7%, ELG1 genotox -0.1% and Menin-MLL TR inh -9.4%.
